Screening results (PubChem BioAssay)
NR2E3 ag-1: human photoreceptor-specific nuclear receptor agonism; CHO-S Gal4-NCOR/VP16-NR2E3 two-hybrid, luciferase; inhibition of corepressor binding, % at 3.98 µM; 0.35% of 360,000 active; AID 602229;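 active means inhibition above the mean of all tested compounds plus 3 SD, cut at about 70% in these data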;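 further: 0% = DMSO with NR2E3 transfected cells and 100% = cells lacking NR2E3 construct; higher means lower luciferase signal from less NR2E3 corepressor binding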
Target sequence (Q9Y5X4 whole entry, looked up, the tested form may be a part): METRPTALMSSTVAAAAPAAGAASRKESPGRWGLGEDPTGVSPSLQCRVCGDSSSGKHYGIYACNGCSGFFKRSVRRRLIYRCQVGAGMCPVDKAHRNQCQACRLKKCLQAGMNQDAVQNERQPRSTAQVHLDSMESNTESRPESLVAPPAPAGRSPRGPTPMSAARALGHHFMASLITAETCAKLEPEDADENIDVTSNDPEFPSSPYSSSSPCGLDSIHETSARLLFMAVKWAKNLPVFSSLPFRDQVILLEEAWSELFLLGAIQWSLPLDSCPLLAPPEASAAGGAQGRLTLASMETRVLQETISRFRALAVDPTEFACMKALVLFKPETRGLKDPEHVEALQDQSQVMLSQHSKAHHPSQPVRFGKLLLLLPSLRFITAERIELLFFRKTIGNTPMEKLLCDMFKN
iPSC survival up: increases survival of single human iPS cells. AID 602274. 0.044% of 360,000 active. survival enhancement, % at 20 µM. hiPSC single-cell survival, ATPlite luminescence; 100% = ROCK inhibitor wells, 0% = DMSO; in the data active means survival enhancement above about 18%;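 further: cells exposed to compounds for 16 hours before the ATP read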
CF NFkB block: cystic fibrosis NF-kB activation inhibition. KKLEB NF-kB-GFP reporter, PAF-induced, GFP fluorescence overnight. inhibition, % at 5 µM. 0.86% of 360,000 active. AID 588850;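 active means at least 50% inhibition at 5 µM, scaled per plate between neutral and stimulator controls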;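 further: PAF is a Pseudomonas aeruginosa culture filtrate used as stimulus; plate controls were PAF-stimulated DMSO wells for no effect and unstimulated DMSO wells for full effect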
NR2E3 ag-2: agonists of human nuclear receptor NR2E3; AID 2300; 0.12% of 320,000 active; inhibition of corepressor binding, % at 4.78 µM; GST-NR2E3/biotin-RetCOR TR-FRET, 1536-well;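 active means percent inhibition above the cutoff of mean plus 3 SD of all tested compounds, set per screening campaign, cut at about 20% in these data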;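 further: 0% = DMSO wells and 100% = biotin wells as full block of FRET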
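Test system – NR2E3–RetCOR corepressor complex · Quantity – NR2E3 fusion 1.35 nM · Buffer or medium – Tris pH 7.5 · Incubation – Compound–protein incubation for 5 h at 4 °C · Technique – TR-FRET, Eu(K)-anti-GST donor, streptavidin-D2 acceptor, ex 340, em 617/671 nm · Evaluation – percent inhibition of 671/617 nm emission ratio versus biotin and DMSO controls · Plate – 1536-well format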
MITF TRPM1 inh: inhibitors of MITF-driven TRPM1 promoter in melanoma cells; inhibition, % at 12.5 µM; 0.83% of 330,000 active; SK-MEL-5 TRPM1 promoter luciferase, 24 h;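 active means mean inhibition across replicates of 60% or more, whatever share of single replicates reaches that level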; further: values of inactives mirror those of a sister screen read the other way
TRAIL sens C8: caspase-8 TRAIL sensitization | NB7+C8 cells + TRAIL, ATPlite viability luminescence | inhibition (viability loss, TRAIL sensitization), % at 10 µM | 1% of 360,000 active | AID 624354;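 active means compounds causing at least 50% loss of cell viability in the single-dose screen, relative to plate controls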
Shn3 3UTR inh: inhibitors of Schnurri-3 3'UTR reporter in osteoblasts; AID 588674; 0.52% of 360,000 active; Clone20 osteoblast Shn3 3'UTR firefly luciferase, 24 h; inhibition, % at 12.5 µM;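 active means mean inhibition of at least 75% with every replicate also reaching 75%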;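 further: 0% = median of neutral control wells and 100% = pilot-screen positive control compound; some compounds past the cut are filed as inactive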
HIF-2a block: blocks HIF-2a reporter activity | inhibition, % at 18.8 µM | AID 624352 | 0.72% of 360,000 active | 786-0 RCC cells HIF-2a reporter, luciferase luminescence, overnight;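 active means inhibition of the luminescence signal of 40% or more relative to plate controls, in a single-dose primary screen at 18.75 µM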
Peg3 promoter: inhibitors of Peg3 promoter; AID 588405; inhibition, % at 20 µM; 1.7% of 360,000 active; HeLa PEG-Prom luciferase reporter, luminescence, overnight;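 active means inhibition of at least 50% at 20 µM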
KKLEB cytotox: counter-screen for CF NF-kB inhibitors: cytotoxicity; KKLEB CF airway cells viability, ATPlite luminescence, overnight; active compounds read low; cells stimulated with P. aeruginosa culture filtrate; activity change (cytotoxicity), % at 5 µM; 0.36% of 360,000 active;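 active means corrected activity change at or below -50% at 5 µM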
LMP1 NFkB inh: Epstein-Barr LMP1 NF-kappaB reporter inhibition; LMP1-induced NF-kappaB luciferase reporter cells, luminescence; inhibition, % at 12.5 µM; 0.69% of 350,000 active; in the data active means inhibition above about 41%;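 further: 0% = neutral control wells and 100% = reference inhibitor control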
Active calls of the source: *; nt = no result given. A portion of the library (hit frequency here may not be typical).

Value order: LMP1 NFkB inh, CF NFkB block, Peg3 promoter, NR2E3 ag-2, Shn3 3UTR inh, TRAIL sens C8, iPSC survival up, HIF-2a block, MITF TRPM1 inh, NR2E3 ag-1, KKLEB cytotox
> O=C(CCCN=C1NS(=O)(=O)c2ccccc21)OCC(=O)c1ccc(F)c(F)c1
→ 1, -5, -5, -2, -26, 17, -0.4, 3, -1, -9, 4
> NS(=O)(=O)c1ccc(NC(=S)NC(=O)C2CCCC2)cc1
→ -9, -5, 1, -1, 13, -23, -0.5, -1, 12, 2, 13
> CC(C)(C)c1cc(C(=S)N2CCN(CCO)CC2)cc(C(C)(C)C)c1O
→ -1, -2, 7, -1, 8, -25, 1.7, 24, -4, 4, -7
> O=C(CCCC(=O)Nc1ccc(Br)cc1)N/N=C/c1ccccc1
→ 0, 22, -6, 3, 10, 9, 0.3, -17, -3, -11, -10
> O=C(CCn1c(=O)c2ccccc2n(Cc2ccccc2)c1=O)NC1CCN(Cc2ccccc2)CC1
→ 5, 9, 8, -4, 4, -9, 1.7, 9, -1, -6, -14
> COc1ccc2c(C(=O)CN3CCC(C)CC3)c[nH]c2c1
→ -8, 1, -68, -2, 3, 7, -0.5, -96, -17, -6, 5
> O=C(NCc1ccco1)/C(=C\c1cccs1)NC(=O)c1ccco1
→ -3, 4, -2, -1, -8, 4, -0.5, 14, -2, 5, 14
> CC12CC(c3ccccc3O1)N(C(=O)c1ccco1)C(=S)N2c1ccc(F)cc1 (stereo not given)
→ 12, 9, 45, -1, -12, 5, 5.1, -15, -1, -18, -9
> C[C@H](CO)N1C[C@H](C)[C@@H](CN(C)C(=O)C2CCCCC2)OCc2cn(nn2)CCCC1=O
→ -21, -17, -2, nt, 4, -14, 0.7, 14, nt, -5, 8
> CC1(C)Cc2c(C#N)c(N)sc(=S)c2CS1
→ 7, -5, 9, 0, 9, -1, -1.8, 4, 2, -8, 8

Reprinted from the part before: two entries, followed by the next part.
Value order: LMP1 NFkB inh, CF NFkB block, Peg3 promoter, NR2E3 ag-2, Shn3 3UTR inh, TRAIL sens C8, iPSC survival up, HIF-2a block, MITF TRPM1 inh, NR2E3 ag-1, KKLEB cytotox
> C[C@H](CO)N1C[C@H](C)[C@@H](CN(C)C(=O)C2CCCCC2)OCc2cn(nn2)CCCC1=O
→ -21, -17, -2, nt, 4, -14, 0.7, 14, nt, -5, 8
> CC1(C)Cc2c(C#N)c(N)sc(=S)c2CS1
→ 7, -5, 9, 0, 9, -1, -1.8, 4, 2, -8, 8
> Cc1cc(Cl)cc(Cl)c1OCCCCN(C)C
→ -8, 1, 2, -1, -13, 7, -0.9, 10, -2, 5, -2
> CCOc1ccc(NC(=NCc2ccc3c(c2)OCO3)SC2CC(=O)N(c3ccccc3)C2=O)cc1 (stereo not given)
→ -3, 14, 13, 3, 26, 18, 0.6, 11, -6, -11, -47
> CCOC(=O)c1ccccc1NC(=O)[C@@H]1CCCN1C(=O)OC(C)(C)C
→ -2, -5, 2, 0, 6, -4, 0.0, 15, 2, -5, 4
> Cc1ccc(-c2cc(C(=O)N/N=C/C=C/c3ccco3)c3ccccc3n2)cc1C
→ 61*, -12, -181, 0, 38, 62*, -4.5, -20, 19, -16, -8
> O=C(Nc1ccccc1)c1ccc(C(=O)Nc2ccccc2)nc1
→ -22, 11, -72, 2, -64, 0, -0.1, -216, -55, -23, 8
> Nc1ncnc2nc(SCC(=O)N3CCN(c4ccccc4)CC3)[nH]c12
→ 3, 12, 7, 2, -3, 5, 0.2, 11, -7, 5, -6
> CCCCOc1ccc(-c2cn3ccccc3n2)cc1[N+](=O)[O-]
→ -11, -1, -297, -1, -120, 48, -2.2, -274, -59, -167, -12
> COc1ccc(S(=O)(=O)NCCOc2ccccc2)cc1C
→ -8, -15, -1, 1, -1, 1, -0.1, 2, -5, 25, -4
> COc1ccc(-c2nn(-c3ccccc3)cc2/C=C/C(=O)OCC(=O)Nc2ccc(C#N)cc2)cc1
→ 5, -17, 15, 2, -5, 6, -0.4, 20, -2, -18, -27
> COc1ccc(C2(c3ccc(OC)cc3)NC(=O)N(CC(=O)NC3(C#N)CCCC3)C2=O)cc1
→ 7, 3, -2, 1, 14, -14, -2.1, 15, 4, -11, 2

Reprinted at random: 6 records from the list, in no set order.
Value order: LMP1 NFkB inh, CF NFkB block, Peg3 promoter, NR2E3 ag-2, Shn3 3UTR inh, TRAIL sens C8, iPSC survival up, HIF-2a block, MITF TRPM1 inh, NR2E3 ag-1, KKLEB cytotox
> O=C(Nc1ccccc1)c1ccc(C(=O)Nc2ccccc2)nc1
→ -22, 11, -72, 2, -64, 0, -0.1, -216, -55, -23, 8
> Nc1ncnc2nc(SCC(=O)N3CCN(c4ccccc4)CC3)[nH]c12
→ 3, 12, 7, 2, -3, 5, 0.2, 11, -7, 5, -6
> CCOc1ccc(NC(=NCc2ccc3c(c2)OCO3)SC2CC(=O)N(c3ccccc3)C2=O)cc1 (stereo not given)
→ -3, 14, 13, 3, 26, 18, 0.6, 11, -6, -11, -47
> COc1ccc(S(=O)(=O)NCCOc2ccccc2)cc1C
→ -8, -15, -1, 1, -1, 1, -0.1, 2, -5, 25, -4
> COc1ccc(C2(c3ccc(OC)cc3)NC(=O)N(CC(=O)NC3(C#N)CCCC3)C2=O)cc1
→ 7, 3, -2, 1, 14, -14, -2.1, 15, 4, -11, 2
> CCCCOc1ccc(-c2cn3ccccc3n2)cc1[N+](=O)[O-]
→ -11, -1, -297, -1, -120, 48, -2.2, -274, -59, -167, -12

Next section
Value order: LMP1 NFkB inh, CF NFkB block, Peg3 promoter, NR2E3 ag-2, Shn3 3UTR inh, TRAIL sens C8, iPSC survival up, HIF-2a block, MITF TRPM1 inh, NR2E3 ag-1, KKLEB cytotox
> CN(CC(=O)Nc1ccccc1Cl)C(=O)COC(=O)c1ccc(-c2ccc(O)cc2)cc1
→ -4, -7, 0, nt, 9, 8, -0.2, 4, -2, 11, 10
> COc1cc(C)c(Cl)cc1S(=O)(=O)N1CCSC1
→ -4, 9, 9, nt, -18, -3, -0.7, 11, 4, -8, -5
> COc1cccc(C(=O)NNS(=O)(=O)c2ccccc2)c1
→ -2, 10, 3, nt, 1, -17, -0.2, -6, nt, 1, -7
> Cc1ccc(NC(=O)C(C)Sc2nnc(C)n2C)cc1 (stereo not given)
→ 3, -7, -1, 3, -41, -12, 0.5, 13, -11, -8, 3
> COc1ccc(C)cc1NC(=O)Nc1ccccc1
→ 11, 0, -13, 1, 2, -17, -3.3, -38, -5, 9, 4
> COc1cc(C(=O)NC2CCCC(C)C2C)ccc1OCC(=O)N1CCOCC1 (stereo not given)
→ 0, 1, -2, 1, 6, -9, 0.4, 1, 8, -4, -1
> Cc1ccccc1C(=O)c1cccn1CC(=O)NCc1ccccc1
→ -3, -19, -60, -2, -9, -7, 1.9, -88, 4, -33, 21
> CN(CCO)c1nc(NCc2ccccc2)c2cnn(C)c2n1
→ -2, 11, 8, 1, 7, -17, -0.4, 17, -1, -11, -3
> COc1ccc(Cc2nnc(SCc3nc4ccccc4c(=O)[nH]3)n2C)cc1
→ -6, 13, 8, 2, -25, 0, 0.1, -17, 7, -13, 4
> CSC1=N/C(=C/c2cccnc2)C(=O)N1Cc1ccccc1
→ -1, 3, 5, 1, nt, 1, 0.4, 0, -8, -9, -23
> Cc1ccc(C)c(N)c1
→ 2, 11, 8, 1, -8, -25, -2.4, 8, 9, -2, -9
> CC(Sc1nncn1C)C(=O)Nc1nnc(-c2ccccc2)s1 (stereo not given)
→ -22, -7, -130, 2, -46, 1, 2.9, -129, -46, -55, 0
> CC(=O)NC(C)(C)C1CC=C(C)/C(=N\O)C1 (stereo not given)
→ 1, -1, 4, -4, -46, -13, 3.2, 17, 26, 6, -2
> COc1cc(OC)c2ccc(=O)oc2c1C(CC(=O)N1CCN(c2ccccc2)CC1)c1ccc2c(c1)OCO2 (stereo not given)
→ 5, 24, 12, 2, 15, 10, 2.5, 22, -1, 4, -8
> Cc1ccccc1NS(=O)(=O)c1ccc2c(c1)oc(=O)n2C
→ -4, 1, 18, -1, -8, 10, -0.5, 5, 9, -15, 2
> COC(=O)c1cc2cc(Cl)ccc2nc1SC
→ 2, 10, -11, 8, 0, -10, 0.1, -3, -4, -12, -8
> Cc1oc(-c2ccccc2Cl)nc1CSc1nc2c(c(=O)[nH]1)CCCC2
→ 9, 14, -11, 2, -36, 6, -0.6, -6, 14, -29, 10
> CCOC(=O)N1CCC(N(CCN(C)C)C(=S)Nc2cccc(C)c2)CC1
→ 8, -3, 15, 1, 0, 3, -1.4, 17, -10, -8, 9
> C/C=C(/C)C(=O)O[C@@H]1c2cc3c(c(OC)c2-c2c(cc(OC)c(OC)c2OC)[C@@H](OC(C)=O)[C@@H](C)[C@H]1C)OCO3
→ 0, -13, -7, 3, 19, -6, -1.4, 10, -5, -31, -2
> Cc1cc(C)c(O)c(-c2cc(C(=O)Nc3ccc(S(=O)(=O)N4CCOCC4)cc3)[nH]n2)c1
→ 7, 7, 59*, 0, 91*, 36, -1.5, -5, -5, 20, 3
> COc1ccc(OC)c(NC(=O)CSc2nccn2Cc2ccco2)c1
→ -6, 2, -32, -3, 13, -8, -0.1, -33, 3, -17, 8
> COc1cccc(-n2nnnc2SCC(=O)Nc2ccc(OC)cc2OC)c1
→ -4, -7, 4, -3, -8, -8, -0.4, 13, -16, 7, -2
> C/C(=N\Nc1cccc(Cl)c1)c1ccncc1
→ -46, -15, -192, 4, -8, -2, 1.1, -205, -68, -9, -3
> Cn1ccc(=S)c2ccccc21
→ 2, 9, 7, 3, -2, -2, -0.5, 9, -9, 4, 2
> CN(C(=O)CN1C(=O)c2ccc([N+](=O)[O-])cc2C1=O)C1CCCCC1
→ -1, -3, 2, nt, -14, -2, 3.9, 10, -2, -52, 19
